TROY signal inh: inhibitors of TROY-dependent NF-kB signaling. Q293 LMP1-TROYcd NF-kB luciferase reporter, 4 h. inhibition, % at 10 µM. hit rate 0.98% among 360,000. AID 1347056;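 active means compounds whose plate-normalised and pattern-corrected inhibition of the luciferase reporter signal at the single screening dose is 50% or more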
NR2F2 inh: NR2F2 (human) inhibition, primary screen; HEK293T NGFI-A luciferase reporter, luminescence; inhibition, % at 8.6 µM; hit rate 0.7% among 370,000;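 active means inhibition above a per-plate cutoff, mean inhibition of test wells between control levels plus 3 SD, cut at about 38% in these data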;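 further: cells cotransfected with COUP-TFII expression vector driving the NGFI-A reporter; 0% = median of COUP-TF2 test wells and 100% = reporter-only cells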
TLR9-MyD88 block: inhibitors of human TLR9-MyD88 binding; inhibition, % at 4.98 µM; CHO BLA complementation TLR9-MyD88, CCF4 FRET ratio; AID 504734; hit rate 0.21% among 340,000;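 active means inhibition above the mean over all tested compounds plus 3 SD, cut at about 21% in these data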;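 further: 0% = DMSO only wells and 100% = clavulanate BLA inhibitor control wells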
Exocytosis inh: blocks lytic granule exocytosis; TALL-104 LAMP-1 surface exposure, flow cytometry; cells stimulated with thapsigargin and PMA; inhibition, % at 10 µM; hit rate 0.66% among 360,000;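 active means inhibition above about 55%, limit read from the data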
NCOA3 inh: human NCOA3 inhibition; hit rate 0.17% among 360,000; inhibition, % at 3.6 µM; HEK293 GAL4-SRC3 luciferase reporter, luminescence; Q9Y6Q9; AID 588352;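 active means inhibition above a per-campaign cutoff, the mean of all compounds plus 3 SD, cut at about 60% in these data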;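 further: 0% = DMSO-treated cells and 100% = gossypol-treated cells at 36 µM; higher means less SRC3-driven luciferase light from the GAL4 reporter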
NOD2 RIPK2 PPI: inhibitors of human NOD2-RIPK2 interaction; hit rate 0.38% among 360,000; inhibition, % at 4.98 µM; O43353; CHO BLA complementation NOD2-RIPK2, CCF4 ratio; AID 624267; in the data active means inhibition above about 21%;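 further: 0% = vehicle only and 100% = reference blocker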
TWEAK Fn14 block: TWEAK-Fn14 signaling inhibition. TWEAK-stimulated Fn14 reporter cells, luciferase luminescence, 8 h. hit rate 2% among 360,000. inhibition, % at 10 µM; in the data active means inhibition above about 50%
NCOA1 inh: human NCOA1 inhibition. Q15788. HEK293 GAL4-SRC1 luciferase reporter, luminescence. inhibition, % at 3.6 µM. hit rate 0.12% among 360,000;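 active means inhibition above the campaign mean plus 3 SD, with each screening campaign given its own cutoff, cut at about 60% in these data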;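 further: 0% = DMSO treated cells and 100% = gossypol at 36 µM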
ABHD5 PLIN5 PPI: inhibitors of human ABHD5-perilipin-5 interaction; hit rate 0.78% among 360,000; Split G. princeps luciferase complementation, luminescence, 4 h; inhibition, % at 4 µM; AID 602281; Q00G26+Q8WTS1;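 active means inhibition above the mean inhibition across every tested compound plus 3 SD, cut at about 22% in these data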;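 further: 0% = DMSO only wells and the 100% control is not disclosed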
Target sequence (Q00G26 whole entry, looked up): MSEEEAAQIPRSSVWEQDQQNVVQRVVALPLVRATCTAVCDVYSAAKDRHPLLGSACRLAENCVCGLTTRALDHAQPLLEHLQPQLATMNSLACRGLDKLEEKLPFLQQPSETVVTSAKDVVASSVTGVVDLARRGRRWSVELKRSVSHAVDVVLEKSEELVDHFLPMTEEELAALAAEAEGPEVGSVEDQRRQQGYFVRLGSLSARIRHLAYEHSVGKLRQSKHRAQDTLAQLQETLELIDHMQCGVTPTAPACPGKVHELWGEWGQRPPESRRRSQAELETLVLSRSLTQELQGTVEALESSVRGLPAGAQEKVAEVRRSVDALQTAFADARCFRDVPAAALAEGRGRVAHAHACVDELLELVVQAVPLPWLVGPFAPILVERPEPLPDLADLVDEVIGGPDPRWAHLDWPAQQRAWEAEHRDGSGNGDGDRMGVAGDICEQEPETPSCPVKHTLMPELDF
Target sequence (Q8WTS1 whole entry, looked up): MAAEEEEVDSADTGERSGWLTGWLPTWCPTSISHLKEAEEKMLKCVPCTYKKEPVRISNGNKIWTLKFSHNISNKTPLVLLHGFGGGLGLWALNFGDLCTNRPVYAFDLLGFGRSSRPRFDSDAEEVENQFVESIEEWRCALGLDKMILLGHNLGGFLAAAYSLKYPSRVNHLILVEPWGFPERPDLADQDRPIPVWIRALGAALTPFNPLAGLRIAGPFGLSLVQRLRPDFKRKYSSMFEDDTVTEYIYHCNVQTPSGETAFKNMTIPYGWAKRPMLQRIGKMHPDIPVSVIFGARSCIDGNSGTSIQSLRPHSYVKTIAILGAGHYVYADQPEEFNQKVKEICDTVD
NCOA2 inhibitor: human SRC2 (NCOA2) inhibition | HEK293 GAL4-SRC2 luciferase reporter, luminescence | inhibition, % at 9 µM | hit rate 0.17% among 370,000 | AID 651957;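 active means inhibition above the mean inhibition of all tested compounds plus 3 SD, set per campaign, cut at about 52% in these data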;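 further: 0% = DMSO treated cells and 100% = cells given Gossypol at 36 µM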
LRH-1 inv ag: NR5A2 inverse agonism in reporter assay. HEK293T StAR-luciferase reporter, LRH-1 transfected, 24 h. inhibition, % at 3.6 µM. hit rate 0.13% among 360,000;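 active means inhibition above the mean inhibition of all tested compounds plus 3 SD, cut at about 73% in these data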;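 further: 0% = DMSO wells and 100% = reporter-only cells lacking LRH-1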
Active calls of the source: *.

Results for COc1ccc(S(=O)(=O)NC(=O)C2(C)CCN2C(=O)CC2CC2)cc1 (stereo not given) ?
TROY signal inh: 4.9; NR2F2 inh: -1.8; Exocytosis inh: -13.6; NCOA3 inh: 9.1; NOD2 RIPK2 PPI: 6.8; TWEAK Fn14 block: -20.9; NCOA1 inh: 11.4; ABHD5 PLIN5 PPI: 1.2; NCOA2 inhibitor: -33.6; LRH-1 inv ag: 16.4

What do the screens show for `C=CCc1cc(C)ccc1OCCCC(C(=O)OCC)C(=O)OCC`?
TROY signal inh: 3.9; NR2F2 inh: 19.2; TLR9-MyD88 block: -4.6; Exocytosis inh: -0.6; NCOA3 inh: 25.0; NOD2 RIPK2 PPI: 2.6; TWEAK Fn14 block: -3.4; NCOA1 inh: 16.1; ABHD5 PLIN5 PPI: -1.4; NCOA2 inhibitor: -7.9; LRH-1 inv ag: 5.3

Results for O=S(=O)(Nc1ccc(Br)cc1)c1cccc(NS(=O)(=O)c2cccs2)c1 ?
TROY signal inh: 29.8; NR2F2 inh: 8.2; TLR9-MyD88 block: -18.4; Exocytosis inh: -3.6; NCOA3 inh: 13.1; NOD2 RIPK2 PPI: 1.6; TWEAK Fn14 block: -2.0; NCOA1 inh: 2.7; ABHD5 PLIN5 PPI: -4.4; NCOA2 inhibitor: -11.3; LRH-1 inv ag: 17.2

What do the screens show for `CCCC(C)C(=O)Nc1ccc(Cl)cc1Cl` (stereo not given)?
TROY signal inh: 0.6; NR2F2 inh: 8.2; TLR9-MyD88 block: 2.2; Exocytosis inh: -0.9; NCOA3 inh: -11.1; NOD2 RIPK2 PPI: -2.5; TWEAK Fn14 block: -16.1; NCOA1 inh: 8.3; ABHD5 PLIN5 PPI: -4.0; NCOA2 inhibitor: -12.0; LRH-1 inv ag: 6.5

How did c1cc(CNC2C3CC4CC(C3)CC2C4)ccn1 (stereo not given) do in these assays?
TROY signal inh: 12.1; NR2F2 inh: -10.5; TLR9-MyD88 block: -1.3; Exocytosis inh: 0.0; NCOA3 inh: 2.1; NOD2 RIPK2 PPI: -11.0; TWEAK Fn14 block: 5.7; NCOA1 inh: -0.8; ABHD5 PLIN5 PPI: -0.4; NCOA2 inhibitor: -2.4; LRH-1 inv ag: -10.2

What do the screens show for `COc1ccccc1Nc1nc(N)nc(CN2CCN(c3ccccc3)CC2)n1`?
TROY signal inh: -6.1; NR2F2 inh: -3.2; TLR9-MyD88 block: 3.5; Exocytosis inh: -1.3; NCOA3 inh: 1.6; NOD2 RIPK2 PPI: -5.2; TWEAK Fn14 block: 4.7; NCOA1 inh: -6.3; ABHD5 PLIN5 PPI: 3.2; NCOA2 inhibitor: 7.8; LRH-1 inv ag: -16.1

How did COc1cccc(OCc2ccc(Cn3nc(NC(=O)NCCc4ccc(OC)c(OC)c4)c4ccccc43)cc2)c1 do in these assays?
TROY signal inh: -10.5; NR2F2 inh: 7.5; Exocytosis inh: -5.7; NCOA3 inh: -14.7; NOD2 RIPK2 PPI: 1.4; TWEAK Fn14 block: 3.3; NCOA1 inh: 3.9; ABHD5 PLIN5 PPI: -3.7; NCOA2 inhibitor: 26.4; LRH-1 inv ag: 12.4

What do the screens show for `COc1cc(OC)c(NS(=O)(=O)c2c(C(=O)N3CCCCC3)c(C)n(C)c2C)cc1Cl`?
TROY signal inh: -10.1; NR2F2 inh: -3.8; TLR9-MyD88 block: -5.5; Exocytosis inh: 0.9; NCOA3 inh: 3.0; NOD2 RIPK2 PPI: -7.5; TWEAK Fn14 block: -8.5; NCOA1 inh: -19.1; ABHD5 PLIN5 PPI: 3.4; NCOA2 inhibitor: -24.3; LRH-1 inv ag: 0.1

Results for Cc1noc(NS(=O)(=O)c2ccc(N3C(=O)c4ccccc4C3=O)cc2)c1C ?
TROY signal inh: 10.3; NR2F2 inh: 3.3; TLR9-MyD88 block: -4.4; Exocytosis inh: -3.5; NCOA3 inh: 2.7; NOD2 RIPK2 PPI: -6.6; TWEAK Fn14 block: -2.0; NCOA1 inh: 16.0; ABHD5 PLIN5 PPI: 1.8; NCOA2 inhibitor: -13.6; LRH-1 inv ag: 15.1

What do the screens show for `COc1ccc(C)cc1NC(=S)N1CCOCC1`?
TROY signal inh: -3.7; NR2F2 inh: -18.9; TLR9-MyD88 block: -2.3; Exocytosis inh: 0.2; NCOA3 inh: -11.7; NOD2 RIPK2 PPI: 1.3; TWEAK Fn14 block: -3.7; NCOA1 inh: -4.8; ABHD5 PLIN5 PPI: -1.1; NCOA2 inhibitor: 0.0; LRH-1 inv ag: -3.0

How did COc1cccc(CN(C)CC(=O)Nc2ccccc2C(C)C)c1 do in these assays?
TROY signal inh: 8.9; NR2F2 inh: 3.6; TLR9-MyD88 block: 3.8; Exocytosis inh: -1.7; NCOA3 inh: -1.3; NOD2 RIPK2 PPI: -0.8; TWEAK Fn14 block: -15.8; NCOA1 inh: -14.8; ABHD5 PLIN5 PPI: -1.6; NCOA2 inhibitor: -9.2; LRH-1 inv ag: 4.1

What do the screens show for `CC(C)(C)OC(=O)N1Cc2cc3ccccc3nc2C1CO` (stereo not given)?
TROY signal inh: -4.2; NR2F2 inh: -6.0; TLR9-MyD88 block: -6.6; Exocytosis inh: -6.2; NCOA3 inh: 9.2; NOD2 RIPK2 PPI: -13.2; TWEAK Fn14 block: -4.2; NCOA1 inh: -6.2; ABHD5 PLIN5 PPI: 4.2; NCOA2 inhibitor: -27.0; LRH-1 inv ag: -27.7

Results for Cn1c(=O)c2c(ncn2CC(=O)OCc2ccccc2)n(C)c1=O ?
TROY signal inh: -9.6; NR2F2 inh: -1.1; TLR9-MyD88 block: -8.0; Exocytosis inh: 0.5; NCOA3 inh: 13.6; NOD2 RIPK2 PPI: -14.9; TWEAK Fn14 block: -2.1; NCOA1 inh: -9.2; ABHD5 PLIN5 PPI: 8.2; NCOA2 inhibitor: -1.7; LRH-1 inv ag: -12.4

Results for CCOC(=O)C1CCN(c2c(N3CCN(c4ccccc4OC)CC3)c(=O)c2=O)CC1 ?
TROY signal inh: -3.3; NR2F2 inh: -14.1; TLR9-MyD88 block: 3.3; Exocytosis inh: -0.8; NCOA3 inh: -13.0; NOD2 RIPK2 PPI: -5.4; TWEAK Fn14 block: -8.3; NCOA1 inh: -2.7; ABHD5 PLIN5 PPI: 1.4; NCOA2 inhibitor: -14.8; LRH-1 inv ag: -4.1

How did Cc1ccc(-c2ccc(=O)n(CC(=O)N3CCN(c4cc(Cl)ccc4C)CC3)n2)cc1 do in these assays?
TROY signal inh: 46.9; NR2F2 inh: 0.2; TLR9-MyD88 block: 6.4; Exocytosis inh: 1.3; NCOA3 inh: 18.9; NOD2 RIPK2 PPI: -6.1; TWEAK Fn14 block: 18.3; NCOA1 inh: -11.8; ABHD5 PLIN5 PPI: -0.9; NCOA2 inhibitor: -43.5; LRH-1 inv ag: 7.2

Ordered by count of non-hydrogen atoms (highest first): 3 of the compounds above.
How did Cc1ccc(-c2ccc(=O)n(CC(=O)N3CCN(c4cc(Cl)ccc4C)CC3)n2)cc1 do in these assays?
TROY signal inh: 46.9; NR2F2 inh: 0.2; TLR9-MyD88 block: 6.4; Exocytosis inh: 1.3; NCOA3 inh: 18.9; NOD2 RIPK2 PPI: -6.1; TWEAK Fn14 block: 18.3; NCOA1 inh: -11.8; ABHD5 PLIN5 PPI: -0.9; NCOA2 inhibitor: -43.5; LRH-1 inv ag: 7.2

Results for COc1ccc(S(=O)(=O)NC(=O)C2(C)CCN2C(=O)CC2CC2)cc1 (stereo not given) ?
TROY signal inh: 4.9; NR2F2 inh: -1.8; Exocytosis inh: -13.6; NCOA3 inh: 9.1; NOD2 RIPK2 PPI: 6.8; TWEAK Fn14 block: -20.9; NCOA1 inh: 11.4; ABHD5 PLIN5 PPI: 1.2; NCOA2 inhibitor: -33.6; LRH-1 inv ag: 16.4

How did c1cc(CNC2C3CC4CC(C3)CC2C4)ccn1 (stereo not given) do in these assays?
TROY signal inh: 12.1; NR2F2 inh: -10.5; TLR9-MyD88 block: -1.3; Exocytosis inh: 0.0; NCOA3 inh: 2.1; NOD2 RIPK2 PPI: -11.0; TWEAK Fn14 block: 5.7; NCOA1 inh: -0.8; ABHD5 PLIN5 PPI: -0.4; NCOA2 inhibitor: -2.4; LRH-1 inv ag: -10.2

(more compounds)
What do the screens show for `COC(=O)[C@H](CC(C)C)NC(=O)Nc1cccc(Br)c1`?
TROY signal inh: -5.4; NR2F2 inh: 11.7; TLR9-MyD88 block: 11.0; Exocytosis inh: 19.4; NCOA3 inh: 2.4; NOD2 RIPK2 PPI: 2.5; TWEAK Fn14 block: -5.3; NCOA1 inh: -1.9; ABHD5 PLIN5 PPI: -8.3; NCOA2 inhibitor: -14.2; LRH-1 inv ag: -12.6

What do the screens show for `COc1ccc(C(C(=O)NCC2CCCO2)N(Cc2cccs2)C(=O)c2snc(C(N)=O)c2N)cc1OC` (stereo not given)?
TROY signal inh: 2.9; NR2F2 inh: -2.1; TLR9-MyD88 block: 0.6; Exocytosis inh: 4.1; NCOA3 inh: 0.6; NOD2 RIPK2 PPI: -5.5; TWEAK Fn14 block: 14.2; NCOA1 inh: 14.8; ABHD5 PLIN5 PPI: 3.6; NCOA2 inhibitor: -22.1; LRH-1 inv ag: 14.3

Results for Cc1ccc(Cc2cnc(NC(=O)/C(C#N)=C/c3ccc(-c4cccc([N+](=O)[O-])c4)o3)s2)cc1 ?
TROY signal inh: -4.7; NR2F2 inh: -9.6; TLR9-MyD88 block: -5.6; Exocytosis inh: 0.8; NCOA3 inh: 4.5; NOD2 RIPK2 PPI: -3.3; TWEAK Fn14 block: -37.0; NCOA1 inh: -1.7; ABHD5 PLIN5 PPI: -2.9; NCOA2 inhibitor: -6.8; LRH-1 inv ag: -10.2

How did COc1ccc(CC(=O)OCC(=O)Nc2ccc3c(c2)OCO3)cc1OC do in these assays?
TROY signal inh: 13.5; NR2F2 inh: -3.2; TLR9-MyD88 block: -6.2; Exocytosis inh: 1.8; NCOA3 inh: -3.2; NOD2 RIPK2 PPI: -0.1; TWEAK Fn14 block: -5.9; NCOA1 inh: 5.1; ABHD5 PLIN5 PPI: 6.7; NCOA2 inhibitor: 7.6; LRH-1 inv ag: -5.1

Results for Cc1cc(C(=O)OCC(=O)Nc2ccc(F)c(F)c2)c(C)o1 ?
TROY signal inh: 8.2; NR2F2 inh: 12.1; TLR9-MyD88 block: 6.9; Exocytosis inh: -1.7; NCOA3 inh: 5.8; NOD2 RIPK2 PPI: -3.6; TWEAK Fn14 block: -6.4; NCOA1 inh: -0.6; ABHD5 PLIN5 PPI: -18.9; NCOA2 inhibitor: 2.8; LRH-1 inv ag: 1.9

High-throughput results: PubChem, several laboratories

A portion of the library; count on the stated rates, not on these rows.
